Screens from PubChem.
mIDH1 inhibitor: qHTS for Inhibitors of mutant isocitrate dehydrogenase 1 (IDH1): qHTS; Isocitrate dehydrogenase [NADP] cytoplasmic (Homo sapiens), O75874; IDH1-R132H enzyme, NADPH consumption, diaphorase/resazurin fluorescence; Potency, µM (highest dose often 76.6 µM), inactives show at the top dose activity change, negative = inhibition, usual class: inhibitors; actives 0.093% (n = 390,000); also: potency is read from the fitted curve at half-maximal effect; % is scaled to controls: 0 for no effect and ±100 for the full control effect; nearly all actives have a fitted effect of over 65% in size
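IDH1-R132H (0.5 ug/mL) preincubated 30 min with compound, then NADPH (0.016 mM) and alpha-KG (2 mM) added; 80 min at RT, pH 7.5. Remaining NADPH coupled via diaphorase/resazurin to fluorescence (540/590 nm); concentration-response curves normalized to no-enzyme control.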
USP1 inh: Inhibitors of USP1/UAF1: Primary Screen; recombinant USP1/UAF1, Ub-Rhodamine cleavage fluorescence; Potency, µM (top dose mostly 57.1 µM), for the others: at the top dose activity change, negative = inhibition, most hits filed as inhibitors; Ubiquitin carboxyl-terminal hydrolase 1 (Homo sapiens), O94782; AID 743255, 2014; actives 0.23% (n = 390,000); also: potency is read from the fitted curve at half-maximal effect; % is scaled to controls: 0 for no effect and ±100 for the full control effect; nearly all actives have a fitted effect of over 60% in size; inactives centre near -12
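USP1/UAF1 complex at 1 nM was preincubated with compound for 15 min at room temperature, then Ub-Rho substrate (150nM final) was added. Fluorescence (480/540 nm) was read kinetically, 6 reads every 60 seconds.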
TRHR ag: qHTS for Small Molecule Agonists and Allosteric Enhancers of Human TRH Receptor: Primary Screen for Agonists | Thyrotropin-releasing hormone receptor (Homo sapiens), P34981 | TRHR cells, calcium flux fluo-8, FDSS agonist mode | activation, % at 2 µM | actives 0.18% (n = 360,000); in the data active = activation above about 30%; also: 0% is about no effect
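TRHR-expressing cells loaded with fluo-8 calcium dye; 23 nL library compound pin-transferred, kinetic FDSS fluorescence (Ex 480/Em 530) recorded about 180 s for agonist-induced calcium release, before a 10 nM TRH EC20 addition for potentiator mode.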
TrxR1 inh: qHTS Assay for Inhibitors of Mammalian Selenoprotein Thioredoxin Reductase 1 (TrxR1): qHTS; Thioredoxin reductase 1, cytoplasmic (Rattus norvegicus), O89049; recombinant rTrxR1, NADPH fluorescence consumption, selenite substrate; Potency, µM (titrated, usually from 114 µM), for the others: at the highest dose activity change, negative = inhibition, actives largely listed as inhibitors; actives 1% (n = 390,000); AID 588453, 2011; also: potency is read from the fitted curve at half-maximal effect; % is scaled to controls: 0 for no effect and ±100 for the full control effect; nearly all actives have a fitted effect of over 65% in size
Target sequence (O89049 whole entry, looked up): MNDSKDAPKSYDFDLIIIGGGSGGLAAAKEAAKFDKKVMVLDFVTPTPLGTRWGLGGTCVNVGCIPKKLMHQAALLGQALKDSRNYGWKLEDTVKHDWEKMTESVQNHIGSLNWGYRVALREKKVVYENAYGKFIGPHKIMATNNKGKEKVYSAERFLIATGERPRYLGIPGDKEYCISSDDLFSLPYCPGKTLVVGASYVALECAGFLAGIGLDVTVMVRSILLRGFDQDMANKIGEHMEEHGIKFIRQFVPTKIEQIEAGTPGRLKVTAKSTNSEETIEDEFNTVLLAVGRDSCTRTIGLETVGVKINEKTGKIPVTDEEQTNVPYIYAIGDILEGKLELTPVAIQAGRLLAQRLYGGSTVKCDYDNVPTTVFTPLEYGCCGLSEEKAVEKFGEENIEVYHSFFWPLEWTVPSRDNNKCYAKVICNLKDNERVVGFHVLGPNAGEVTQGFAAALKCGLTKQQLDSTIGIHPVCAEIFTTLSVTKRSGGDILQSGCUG
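Rat TrxR1 (90 nM in the dispensed reagent) was pre-reduced with 400 uM NADPH for 5 min at room temperature, then incubated with compound for 15 min. After 400 uM selenite was added, NADPH fluorescence (Ex 340/Em 450 nm) was followed for 8 min.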
TrxR1 substrate: qHTS Assay for Substrates of Mammalian Selenoprotein Thioredoxin Reductase 1 (TrxR1): qHTS. purified TrxR1 substrate turnover, NADPH consumption readout. Potency, µM (series often up to 114 µM), for the others: top-dose activity change, negative = substrate turnover. Thioredoxin reductase 1, cytoplasmic (Rattus norvegicus), O89049. actives 0.01% (n = 390,000); also: potency is read from the fitted curve at half-maximal effect; % is scaled to controls: 0 for no effect and ±100 for the full control effect; nearly all actives have a fitted effect of over 50% in size
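Rat TrxR1, dispensed at 90 nM, was prereduced with 400 uM NADPH (final) for 5 min at ~22 deg C, then incubated with compound 15 min before 400 uM selenite. A first-read NADPH fluorescence drop versus no-compound background flagged substrates.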
D2 agonist: HTS Assay for Allosteric Agonists of the Human D2 Dopamine Receptor: Primary Screen for Agonists. D(2) dopamine receptor (Homo sapiens), P14416. HEK293 T-REx D2 cells, calcium flux agonist mode. activation, % at 2 µM. actives 0.53% (n = 340,000);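 active = activation over 3 SD above normal in the single-dose calcium agonist read, cut at about 30% in these data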; also: 0% is about no effect
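Agonism scored from kinetic calcium signal (1 read/sec, 180 s) following compound pin transfer, after a 10 s baseline. Cells: HEK293 Trex line expressing inducible D2 receptor coupled to calcium, dye-loaded after overnight culture at 30 C.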
PI4K2A inh: qHTS for small molecular inhibitors of PI4K2A | activity change, negative = inhibition, % at 76.9 µM | Phosphatidylinositol 4-kinase type 2-alpha (Homo sapiens), Q9BTU6 | actives 0.13% (n = 420,000) | purified PI4K2A, ADP-Glo luminescence, 1 h; active compounds read low | AID 1346378, 2018; in the data active = activity change below about -50%; inconclusive = mostly about -30% to -49%;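 also: -100% = wells without enzyme as full effect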
Target sequence (Q9BTU6 whole entry, looked up): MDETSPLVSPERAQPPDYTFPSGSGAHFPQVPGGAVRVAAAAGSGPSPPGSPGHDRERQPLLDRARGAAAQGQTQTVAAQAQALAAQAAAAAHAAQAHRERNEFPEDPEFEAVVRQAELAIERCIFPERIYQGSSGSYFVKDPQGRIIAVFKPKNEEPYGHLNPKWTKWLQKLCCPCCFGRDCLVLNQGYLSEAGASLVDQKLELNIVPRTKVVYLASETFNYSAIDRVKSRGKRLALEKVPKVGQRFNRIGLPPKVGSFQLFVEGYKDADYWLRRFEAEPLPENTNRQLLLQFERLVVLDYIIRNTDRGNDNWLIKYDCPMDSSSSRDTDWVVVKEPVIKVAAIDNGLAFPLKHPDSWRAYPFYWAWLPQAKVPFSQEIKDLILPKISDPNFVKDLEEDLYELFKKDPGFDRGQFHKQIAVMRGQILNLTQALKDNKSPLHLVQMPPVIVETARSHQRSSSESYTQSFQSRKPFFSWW
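PI4K2A activity was measured by ADP-Glo luminescence: enzyme (4 ug/mL stock) and phosphatidylinositol (1.2 mM stock) in Tris pH 7.5/MgCl2/EGTA/Triton X-100 buffer were reacted with ATP (300 microM stock) for one hour at ambient temperature.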
TRHR enhancer: qHTS for Small Molecule Agonists and Allosteric Enhancers of Human TRH Receptor: Primary Screen for Enhancers; TRHR cells, fluo-8 calcium fluorescence, EC20 TRH enhancement; actives 0.66% (n = 360,000); AID 493056, 2011; enhancement, % at 2 µM; Thyrotropin-releasing hormone receptor (Homo sapiens), P34981; in the data active = enhancement above about 30%; also: 0% is about no effect
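Enhancer read-out: after compound pinning and an initial kinetic agonist-mode read, an EC20 of TRH (10 nM final) was injected and fluo-8 calcium signal (Ex 480/Em 530) followed at 1 s/cycle for 100 cycles in TRHR-expressing cells.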
D2 antag: HTS Assay for Allosteric Antagonists of the Human D2 Dopamine Receptor: Primary Screen for Antagonists. inhibition, % at 10 µM. HEK293 TREx D2 cells, calcium flux, dopamine EC80. D(2) dopamine receptor (Homo sapiens), P14416. actives 2% (n = 340,000); in the data active = inhibition above about 30%; also: 0% is about no effect
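Read-out: kinetic calcium fluorescence (1 cycle/s) in inducible HEK293 T-REx D2 cells after an EC80 dopamine addition that followed 180 s compound preincubation. Loss of the dopamine response indicates antagonism.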
The depositor's hits bear a star; ? = inconclusive; / = no result given; & = joins results of further samples; [ ] = remark or other dose. Unless noted, calls follow the shape of the dose curve; as a rule, active = well fitted inhibition curve with a large enough effect; inconclusive = small, poorly fitted or top-dose-only effect; inactive = no such curve, though single readings can be large or run the other way.

SMILES	mIDH1 inhibitor	USP1 inh	TRHR ag	TrxR1 inh	TrxR1 substrate	D2 agonist	PI4K2A inh	TRHR enhancer	D2 antag
CC(=O)O[C@H](COc1c2ccoc2cc2oc(=O)ccc12)C(C)(C)O	6%	-23%	-0.2	-8%	101%[activator]	-0.2	2	-4	-3
O=C(NNC1=NCCC1)c1cccc(S(=O)(=O)N2CCOCC2)c1	-6%	-10%	1.8	22%	-6%	1.1	2	5	2
CCOC(=O)c1sc2nccc(N(C)C)c2c1N=CNOC	-2%	-21%	-0.4	3%[57.1 µM]	8%[57.1 µM]	-0.5	?	1	4
O=[N+]([O-])c1ccccc1N/N=C\c1ccccc1Cl	8%	-19%	0.2	19%[57.1 µM]	-1%	0.3	-6	-3	-5
Cc1ccc(C)c(S(=O)(=O)N2CCCC2CNC(=O)C(=O)NC2CCCCCC2)c1 (stereo unspecified)	1%	-18%	0.1	-7%	-1%	-0.8	1	-5	-2
COc1ccccc1CCNC(=O)c1c(C)nn(CC(C)C)c1Cl	0%	-7%	-0.5	3%	0%	-0.3	-4	0	2
CCn1c(CCNC(=O)c2ccc(OC)c(OC)c2)nc2ccccc21	0%	-2%	0.0	0%	-4%	-0.7	2	-1	15
CCN1C(=O)c2n[nH]c(C(=O)OC)c2C1=O	9%	-8%	-0.5	14%[57.1 µM]	-2%[57.1 µM]	0.8	4	0	-12
COC(=O)c1ccc(COC(=O)CNC(=O)c2ccc(-c3ccccc3)cc2)cc1	17%	-13%	-0.1	16%	10%	0.4	-2	-2	-6
Fc1ccc(Cn2nnc3ccccc32)cc1	4%	-1%	-0.4	20%[2.29 µM]	11%[2.29 µM]	0.3	-9	4	-3
N/C(=N\OC(=O)CCCc1ccccc1)c1cccc([N+](=O)[O-])c1	3%	-8%	-0.1	8%	0%	-0.1	-9	4	-11
Nc1ccc(S(=O)(=O)c2ccc(N)cc2)cc1	4%	-4%	-0.2	2%	0%	-0.8	4&-3	5	-14
CN(Cc1nc2ccccc2s1)C(=O)c1ccc(F)cc1	1%	-12%	-0.3	24%	3%	0.5	-2	10	2
O=C(NCCc1ccc(Cl)cc1)c1ccc(CSCc2cccc(Cl)c2)o1	10%	-18%	2.2	19%[57.1 µM]	3%[57.1 µM]	1.6	-8	-6	/
O=S(=O)(c1ccccc1)c1nnn2c1nc(NCc1ccccc1)c1sccc12	0%	-1%	0.9	17%	7%	/	-1	-3	/

Some of the entries so far, with two lines to a compound.
Each structure is followed by: mIDH1 inhibitor	USP1 inh	TRHR ag	TrxR1 inh	TrxR1 substrate	D2 agonist	PI4K2A inh	TRHR enhancer	D2 antag
> CC(=O)O[C@H](COc1c2ccoc2cc2oc(=O)ccc12)C(C)(C)O
  6%	-23%	-0.2	-8%	101%[activator]	-0.2	2	-4	-3
> O=C(NNC1=NCCC1)c1cccc(S(=O)(=O)N2CCOCC2)c1
  -6%	-10%	1.8	22%	-6%	1.1	2	5	2
> O=S(=O)(c1ccccc1)c1nnn2c1nc(NCc1ccccc1)c1sccc12
  0%	-1%	0.9	17%	7%	/	-1	-3	/
> O=[N+]([O-])c1ccccc1N/N=C\c1ccccc1Cl
  8%	-19%	0.2	19%[57.1 µM]	-1%	0.3	-6	-3	-5
> COc1ccccc1CCNC(=O)c1c(C)nn(CC(C)C)c1Cl
  0%	-7%	-0.5	3%	0%	-0.3	-4	0	2
> N/C(=N\OC(=O)CCCc1ccccc1)c1cccc([N+](=O)[O-])c1
  3%	-8%	-0.1	8%	0%	-0.1	-9	4	-11

Other results follow:
SMILES	mIDH1 inhibitor	USP1 inh	TRHR ag	TrxR1 inh	TrxR1 substrate	D2 agonist	PI4K2A inh	TRHR enhancer	D2 antag
CCCCCCC(=O)Nc1nc(C)c(-c2csc(Nc3ccc(Cl)cc3)n2)s1	1%[38.3 µM]	-26%	0.8	25%	5%	2.3	-3	-3	-2
O=C(CSc1nc2ccccc2[nH]1)N1CCN(C(=O)c2ccco2)CC1	5%	-14%	-0.7	-16%	-6%	15	1	0	-3
O=C(CSc1nnc2ccccn12)N1CCc2ccccc21	-3%	1%	-1.1	22%[57.1 µM]	-1%[57.1 µM]	-0.1	-9	-2	13
Cc1cc(O)cc(O)c1C(=O)Cc1ccccc1	11%	-1%	0.2	-18%	-14%	-0.2	0	-1	13
C=C(C)c1cccc(C(C)(C)NC(=O)NCc2ccncc2)c1	-11%	-18%	1.2	16%	-2%	1.6	3	3	35*
Cc1cccc(OCC(=O)N/N=C\C=C\c2ccc3c(c2)OCO3)c1C	3%	-3%	-1.0	7%[57.1 µM]	4%[57.1 µM]	-1.0	-6	-3	-30
CCN1c2ccccc2-c2nc(SCC(=O)NCc3ccccc3)ncc2S1(=O)=O	0%	-21%	-0.4	8%[57.1 µM]	5%[57.1 µM]	-0.3	0	-2	/
S=C(NCCC1=CCCCC1)Nc1ccccc1	15%	-11%	0.3	-12%	-7%	-0.4	14	-1	16
COc1cccc2cc(C(=O)C3=C(O)C(=O)N(CCN(C)C)C3c3ccc(Cl)cc3)oc12 (stereo unspecified)	3%	?	-0.5	2%[57.1 µM]	-5%	0.0	-3	-5	-18
O=C(CCn1c(=O)[nH]c2ccsc2c1=O)N1CC(=O)N(CCc2ccccc2)C(=O)C1	-3%	-5%	-0.3	10%[57.1 µM]	1%[57.1 µM]	0.3	-3	-3	-5
Cc1cccc(NC(=O)C2CCCN(S(=O)(=O)c3ccc(-n4cnnn4)cc3)C2)c1 (stereo unspecified)	-8%	-5%	-0.6	2%	0%	/	-6	-3	/
O=C(Cc1ccc(Cl)cc1)N1CCN(c2ccccc2)CC1	-2%	-10%	-0.7	4%	5%	/	1	-5	/
Fc1ccc(OCCOCCN2CCNCC2)cc1	-2%	-16%	0.8	17%[57.1 µM]	1%[57.1 µM]	0.6	-5	-4	-13
Cn1c(/C=C(\C#N)C(N)=S)ccc1-c1ccc(Br)cc1	1%	-18%	-1.3	17%	-5%	0.1	-3	10	-6
O=C(O)c1ccccc1C(=O)Nc1ccccn1	17%	-13%	-2.1	-7%	-1%	-0.6	3	-1	-4
Cn1c(Cc2cccs2)nnc1SCC(=O)Nc1ccc(F)cc1F	-8%	-10%	-0.2	1%[57.1 µM]	-1%[57.1 µM]	-0.5	1	-2	7
COC(=O)N/N=C(\CCC(=O)O)c1cccs1	-6%	-10%	-0.2	6%	-2%	-0.7	4	-1	0
COc1ccc(Cl)c2c1[nH]c1nc(SCc3cccnc3)nnc12	1%	-17%	-0.3	17%[57.1 µM]	-7%[57.1 µM]	2.5	0	0	17
COc1ccccc1N1CCN(S(=O)(=O)c2cn(C)cn2)CC1	-14%	1%	-0.2	29%	2%	-0.1	0	1	-8
O=C(Nc1ccccc1NC(=O)c1c(F)cccc1F)c1c(F)cccc1F	-2%	-9%	0.8	10%[57.1 µM]	14%[57.1 µM]	1.8	5	-3	-23
COc1ccccc1C(=O)Nc1ccon1	-3%	-4%	-0.3	6%	3%	-0.5	-3	-2	-12
Cc1ccccc1CN1CCN(C(=O)CC(C)C)CC1	18%	-12%	0.0	6%	0%	0.9	1	-4	13
CC1=C(C(=O)Nc2ccccn2)C(c2cn(C)nc2C)C2=C(CCCC2=O)N1 (stereo unspecified)	10%	-12%	0.2	22%[57.1 µM]	54%[activator][57.1 µM]	0.8	2	-3	-5
Cc1cccc(NC(=O)CSc2cc(C)c(C#N)c3nc4ccccc4n23)c1	-3%	-5%	0.3	?	0%	/	7	3	/
O=c1[nH]c(NC2CCN(S(=O)(=O)c3ccccc3C(F)(F)F)CC2)nc2c1CCCC2	-3%	-2%	-0.7	14%[57.1 µM]	8%[0.0914 µM]	/	3	8	/
CCOC(=O)CC1C(=O)NCCN1S(=O)(=O)c1ccc(OC)cc1 (stereo unspecified)	-1%	-12%	-0.3	-13%	-7%	1.5	-1	-3	6
Cc1ccc(Cn2c(=O)c3c(nc4n3CCN4c3cc(C)cc(C)c3)n(C)c2=O)cc1	-3%	19%	-0.1	37%[activator]	11%[11.4 µM]	1.2	0	-7	/
Cc1c(N)cc[n+](CC(=O)c2ccccc2)c1C	7%	-3%	-0.1	29%[11.4 µM]	-19%[11.4 µM]	-0.2	-1	-4	3
Cc1ccc(C2CC(=O)Oc3cc(C)cc(C)c32)cc1 (stereo unspecified)	-14%	?	/	-26%	-5%	/	-4	/	/
CCCOc1ccc(C(=O)Nc2ccc(N3CCN(C(C)=O)CC3)cc2)cc1	4%	-11%	0.0	-11%	3%	1.3	6	3	-17

Random draw from the library. Share with any hit: about 3.9%.
